Screening results as filed in PubChem BioAssay.
Pol iota inh: qHTS for Inhibitors of Polymerase Iota; DNA polymerase iota (Homo sapiens), Q9UNA4; Pol iota fluorescent replication assay, 10 min; Potency, µM (highest dose often 115 µM), for the others: top-dose activity, negative = inhibition, usual class: inhibitors; 1% of 390,000 active; AID 588590, 2011
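Pol iota at 10 nM preincubated 15 min with compounds at room temperature; reaction started with fluorescent substrate, 50 nM final. Fluorescence read kinetically at 0 and 10 min; buffer-only wells as negative control.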
Pol kappa inh: qHTS for Inhibitors of Polymerase Kappa; purified Pol kappa, fluorescent DNA synthesis assay, 10 min; Potency, µM (series often up to 107 µM), inactives show at the highest dose activity, negative = inhibition, usual class: inhibitors; 0.53% of 400,000 active; AID 588579, 2011; note: % is set by controls: 0 for no effect and ±100 for the full control effect
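Inhibition of 10 nM Pol kappa is measured by a fluorescent read-out at 0 and 10 min following addition of 50 nM substrate (final), with a 15-min room-temperature compound preincubation.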
JMJD2A Tudor: qHTS Assay for Inhibitors of JMJD2A-Tudor Domain. 4.4% of 390,000 active. Potency, µM (doses to about 114 µM), inactives show at the highest dose activity change, negative = inhibition, usual class: inhibitors. Lysine-specific demethylase 4A (Homo sapiens), O75164. AlphaScreen JMJD2A-Tudor / H3K4me3 peptide binding; note: % is set by controls: 0 for no effect and ±100 for the full control effect; nearly all actives have a fitted effect of over 50% in size
Pol eta inh: qHTS for Inhibitors of Polymerase Eta; DNA polymerase eta (Homo sapiens), Q9Y253; recombinant Pol eta, fluorescent DNA replication assay; Potency, µM (titrated, usually from 114 µM), inactives show at the top dose activity change, negative = inhibition, usual class: inhibitors; 1.2% of 390,000 active; AID 588591, 2011; note: % is set by controls: 0 for no effect and ±100 for the full control effect
Target sequence (Q9Y253 whole entry, looked up): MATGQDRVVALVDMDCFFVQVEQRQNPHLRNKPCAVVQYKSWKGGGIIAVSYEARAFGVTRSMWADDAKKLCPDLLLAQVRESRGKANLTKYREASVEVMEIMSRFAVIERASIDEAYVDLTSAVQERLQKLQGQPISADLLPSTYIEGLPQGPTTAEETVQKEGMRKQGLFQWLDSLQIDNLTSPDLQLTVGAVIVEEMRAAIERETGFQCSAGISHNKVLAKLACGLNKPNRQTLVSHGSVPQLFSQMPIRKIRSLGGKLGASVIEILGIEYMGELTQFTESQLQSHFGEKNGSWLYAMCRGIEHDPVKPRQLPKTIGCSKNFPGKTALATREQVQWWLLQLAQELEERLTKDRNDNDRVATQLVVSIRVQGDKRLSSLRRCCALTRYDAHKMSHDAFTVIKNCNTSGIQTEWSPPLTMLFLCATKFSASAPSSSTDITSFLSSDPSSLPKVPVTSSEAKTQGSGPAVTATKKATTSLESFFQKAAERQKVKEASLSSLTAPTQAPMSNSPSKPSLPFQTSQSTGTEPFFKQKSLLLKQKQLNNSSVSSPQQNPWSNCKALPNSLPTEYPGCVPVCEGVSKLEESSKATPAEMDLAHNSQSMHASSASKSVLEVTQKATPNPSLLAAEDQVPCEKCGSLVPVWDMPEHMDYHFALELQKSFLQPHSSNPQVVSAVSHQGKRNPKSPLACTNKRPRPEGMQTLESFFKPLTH
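Pol eta (10 nM) was preincubated with compounds for 15 min at room temperature, after which fluorescent replication substrate (50 nM final) was added to start the reaction. Fluorescence was read kinetically at 0 and 10 min.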
BAZ2B block: qHTS Assay for Inhibitors of BAZ2B | Potency, µM (top dose mostly 114 µM), inactives show top-dose activity change, negative = inhibition, usual class: inhibitors | AID 504333, 2011 | Bromodomain adjacent to zinc finger domain protein 2B (Homo sapiens), Q9UIF8 | AlphaScreen BAZ2B-H3K14Ac peptide displacement | 4.4% of 360,000 active; note: % is set by controls: 0 for no effect and ±100 for the full control effect; nearly all actives have a fitted effect of over 60% in size
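Compounds, titrated to a top concentration of 110 uM, were incubated 30 min at room temperature with preformed BAZ2B/acetyl-K14 H3 peptide complex (50 nM each). Proximity signal was measured by AlphaScreen after 20 min with beads.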
APE1 inh: qHTS Assay for Inhibitors of the Human Apurinic/apyrimidinic Endonuclease 1 (APE1). recombinant APE1, TAMRA/BHQ-2 abasic DNA cleavage fluorescence. DNA repair nuclease/redox regulator APEX1 (Homo sapiens), P27695. 0.35% of 350,000 active. Potency, µM (doses to about 65.8 µM), inactives show top-dose activity change, negative = inhibition, usual class: inhibitors;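 note: plate controls were vehicle for no effect and reference inhibitor for full effect; nearly all actives have a fitted effect of over 55% in size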
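Quantitative HTS: incision of a TAMRA/BHQ-2 double-stranded substrate bearing a tetrahydrofuran abasic site by 0.75 nM APE1 raises fluorescence. Substrate 50 nM final, added after 15 min compound preincubation at room temperature; progress as third-minus-first kinetic read difference.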
G9a inh: qHTS Assay for Inhibitors of Histone Lysine Methyltransferase G9a. G9a H3K9 monomethylation, AlphaScreen, 2 h. 8.8% of 350,000 active. Potency, µM (highest dose often 102 µM), for the others: at the highest dose activity, negative = inhibition, most hits filed as inhibitors. Histone-lysine N-methyltransferase EHMT2 (Homo sapiens), Q96KQ7; note: % is set by controls: 0 for no effect and ±100 for the full control effect; nearly all actives have a fitted effect of over 75% in size
Target sequence (Q96KQ7 913-1193 limits assumed): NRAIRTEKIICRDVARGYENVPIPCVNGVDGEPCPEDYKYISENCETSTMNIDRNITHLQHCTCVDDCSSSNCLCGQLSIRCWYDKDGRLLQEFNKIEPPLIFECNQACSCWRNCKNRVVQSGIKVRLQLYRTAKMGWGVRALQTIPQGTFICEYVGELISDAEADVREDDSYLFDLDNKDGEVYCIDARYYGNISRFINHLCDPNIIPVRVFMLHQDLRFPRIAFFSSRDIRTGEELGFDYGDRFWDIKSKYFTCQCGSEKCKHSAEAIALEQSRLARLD
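Using a bead-based AlphaScreen, monomethylated H3K9 product from 2 h room-temperature reactions (G9a 20 nM, peptide 500 nM, SAM 20 uM) was detected with 0.5 ug/mL rabbit anti-H3K9me1 antibody.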
BLM helicase inh: qHTS Assay for Inhibitors of Bloom's syndrome helicase (BLM). 0.2% of 350,000 active. AID 2528, 2010. Potency, µM (doses to about 56.1 µM), for inactives: top-dose activity change, negative = inhibition, hits mostly inhibitors. recombinant BLM DNA unwinding, fluorescence dequenching;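 note: plate controls were vehicle for no effect and no enzyme for full effect; nearly all actives have a fitted effect of over 35% in size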
Pol beta inh: qHTS Assay for Inhibitors of DNA Polymerase Beta; P06746; Pol beta primer extension/strand displacement, fluorescence kinetic; AID 485314, 2010; Potency, µM (highest dose often 114 µM), inactives show at the top dose activity change, negative = inhibition, usual class: inhibitors; 1.3% of 340,000 active; note: % is set by controls: 0 for no effect and ±100 for the full control effect
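Human Pol beta at 10 nM; strand-displacement substrate 50 nM final. Compound exposure 15 min at room temperature before start, reaction 10 min at room temperature.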
Numbers without * were called inactive; u = inconclusive; x = not tested or not shown; & = joins results of further samples; [ ] = remark or other dose. Calls come from the whole dose curve; as a rule, active = well fitted curve in the direction sought with a large enough effect; inconclusive = small, poorly fitted or top-dose-only effect, or another doubt; inactive = no such curve, though single readings can be large; an effect the other way counts as inactive or inconclusive. Potency is the fitted concentration of half-maximal effect. These rows are one share of the data (hit frequency here may not be typical).

Order of results: BAZ2B block | APE1 inh | JMJD2A Tudor | Pol eta inh | BLM helicase inh | Pol kappa inh | Pol iota inh | Pol beta inh | G9a inh
- CC(Sc1nnc(C2CC2)n1C1CC1)C(=O)Nc1cccc(S(=O)(=O)N(C)C)c1 (configuration not stated)
 : -4% | 4% | 0% | -3% | x | -7% | 17% | x | 2%[12.7 µM]
- COc1ccc2c(c1OC)C(=O)N1N=C(c3ccc(F)cc3)CC21 (configuration not stated)
 : -24% | -5% | u | -10% | -3% | -9% | -5% | -1% | 3%
- O=[N+]([O-])c1cc(C(F)(F)F)cc([N+](=O)[O-])c1NCCCN1CCOCC1
 : -36% | 2% | -31% | -11% | -6% | -3% | 54%[activator] | 2% | -46%
- CCOC(=O)c1oc2cc(O)ccc2c(=O)c1-c1csc(C)n1
 : -2% | -1% | -8% | -2% | 0% | -1% | 1% | 16% | u
- CCOc1ccc(CCN2C(=O)C(=O)N([C@@H](CC(C)C)CN3CCC[C@@H]3CN3C(=O)C(=O)NC[C@@H]3Cc3ccccc3)C[C@@H]2Cc2ccc(O)cc2)cc1
 : x | x | -32% | 1% | x | -6% | -2% | x | x
- Cc1onc(-c2c(F)cccc2Cl)c1C(=O)N1CCOC12CCCCC2
 : -5% | -6% | 12% | -17% | 2% | -10% | 8% | -10% | -1%
- O=C(CSc1nnc(CNC(=O)c2ccccc2F)o1)Nc1ccc2c(c1)OCO2
 : -10% | 0% | -15% | 1% | -1% | -7%[60.1 µM] | 16% | 3% | 14%[59 µM]
- CCC(C)NC(=O)Cn1cc(S(=O)(=O)N2CCCC2)c(S(=O)(=O)N2CCCC2)c1 (configuration not stated)
 : -1% | 65%[activator] | -2% | -12% | 1% | 15% | 12% | 2% | 16%
- O=C(CSc1cn(CC(=O)N2CCCCCC2)c2ccccc12)NCC1CCCO1 (configuration not stated)
 : -14% | 8% | -20% | -3% | -8% | -13% | 124%[activator] | 38% | -20%
- COc1ccc(Cc2nnc(SCC(=O)c3c(N)n(C4CC4)c(=O)[nH]c3=O)o2)cc1
 : -5% | 1% | 7% | -11% | x | 8% | 8% | x | -26%[59 µM]
- O=C(NCC1CCCN1S(=O)(=O)c1cccs1)C(=O)Nc1ccccc1Cl (configuration not stated)
 : 10% | 20% | -8% | -14% | x | -4% | 22% | x | -32%
- O=C(Nc1cccc([N+](=O)[O-])c1)N1CCCc2ccccc21
 : -35% | 56%[activator] | -28% | -13% | -7% | -18% | 10% | 1% | 12%
- COc1ccccc1C(=O)NCCCNC(=O)c1cnccn1
 : 2% | 15% | -8% | 6% | -3% | -8% | 2% | 38% | 17%
- COc1cc(CCCN2CCNC[C@@H]2Cc2ccc(O)cc2)cc(OC)c1OC
 : 0% | -5% | -20% | -6% | x | -7% | u | x | 11%[12.7 µM]
- CC(=O)N1CCCc2cc(S(=O)(=O)N3CCCC(C(=O)Nc4ccccc4C)C3)ccc21 (configuration not stated)
 : -11%[57.1 µM] | 28% | 1% | -7% | 0% | 5% | 33%[activator] | 0% | -8%
- CCN(CC)c1nc(C(F)(F)F)nc2c1nnn2Cc1ccccc1
 : 75%[activator] | -14% | 85%[activator] | -17% | -8% | -4% | 12% | 32% | x
- Cc1ccc(C2C(=O)N(C3CCCC3)CC(=O)N2CC2COc3ccccc3O2)cc1 (configuration not stated)
 : -2% | 2% | -13% | -8% | -4% | 14% | -2% | 20% | -11%
- COc1ccc(OC)c(CCNC(=O)c2cc3cccc4c3n2CCS4)c1
 : u | x | u | -12% | -10% | -12% | 0% | 4% | u
- Cc1cccc(OCc2nnc(SCC(=O)c3ccccc3)o2)c1
 : 33% | -2% | 13%[57.1 µM] | -26% | -9% | -5% | 0% | 0% | 40%[59 µM]
- CN1CCN(S(=O)(=O)c2ccc(N)cc2)CC1
 : -2% | 1% | -15% | -13% | 4% | -1% | 16% | 20% | 0%[59 µM]

Other records
Order of results: BAZ2B block | APE1 inh | JMJD2A Tudor | Pol eta inh | BLM helicase inh | Pol kappa inh | Pol iota inh | Pol beta inh | G9a inh
- COc1ccc(C)cc1NC(=O)CN1C(=O)COc2ccc(S(=O)(=O)N3CCC(C)CC3)cc21
 : -25%&-19% | 88%[activator] | -5%&-21% | -11%&-20% | -3%&3% | 1%&4% | 3%&16% | -6%&0% | 14%&-19%[59 µM]
- COc1cccc(-c2nn3c(-c4ccco4)nnc3s2)c1
 : 6% | 2% | -19% | u | -1% | -13% | 6% | 17% | 45µM*
- COC(=O)CN(c1ccc2c(c1)OCO2)S(=O)(=O)c1c(C)[nH]c(=O)[nH]c1=O
 : -23% | 8% | -13% | -10% | -4% | -6% | 9% | 15% | 4%
- COc1ccc(N2C(=O)CC(NCc3ccncc3)C2=O)cc1 (configuration not stated)
 : -16% | 1% | -25% | 1% | -3% | 1% | -1% | 1% | u
- CCS(=O)(=O)c1ccc(S(=O)(=O)CC)s1
 : -1% | 5% | 4%[57.1 µM] | -16% | 3% | -4% | -6% | 4% | -1%[12.7 µM]
- O=C(O)C1CCCN(S(=O)(=O)c2ccc(F)cc2)C1 (configuration not stated)
 : -41% | 2% | -13% | -1% | -6% | -8% | 4% | -18% | -42%[2.33 µM]
- Cn1ncc(Br)c1C(=O)N/N=C/c1cccc(OC2CSC2)c1
 : -24% | 9% | -15% | -14% | -7% | -14% | -14% | 3% | 6%[59 µM]
- CSc1cccc(NC(=O)c2cnn(-c3ccc(F)cc3)c2-n2cccc2)c1
 : -15% | x | 5% | -16% | -12% | 3% | 13% | 0% | -15%[59 µM]
- CCCCN1CC(COCc2ccccc2)Oc2cccc(Oc3ccc(C(C)C)cc3)c2S1(=O)=O (configuration not stated)
 : x | x | 1% | -13% | x | -5% | 4% | x | x
- CCOC(=O)c1c(NC(=O)C(C)Sc2cccc[n+]2[O-])sc2c1CCN(Cc1ccccc1)C2 (configuration not stated)
 : -10% | -3% | u | -11% | 3% | -5% | 38%[activator] | -6% | 8.9µM*
- c1ccc([C@H]2CN3C(=N2)Sc2ccccc23)cc1
 : 0% | 26% | 0% | -11% | x | 2% | 19% | x | -2%[0.501 µM]
- Cc1sc2nc(CC(N)=O)[nH]c(=O)c2c1-c1ccccc1
 : -3% | 3% | -4% | -6% | -5% | -12% | 190%[activator] | 20% | 8%[59 µM]
- O=c1[nH]c(/C=C/c2ccc(Br)cc2)nc2c1cnn2-c1ccccc1
 : -1% | 2% | x | x | -11% | x | x | 2% | -11%[12.7 µM]
- Cc1ccc(S(=O)(=O)N/N=C\c2cn(-c3ccccc3)nc2-c2ccccc2)cc1
 : -8% | 6% | -36% | -17% | -12% | -17% | u | -2% | x
- O=C(Nc1ncccn1)c1cc([N+](=O)[O-])cc([N+](=O)[O-])c1
 : -1% | 3% | -26% | -5% | 0% | -8% | 17% | -2% | 15%[59 µM]
- Nc1nc(OCC(F)(F)F)cc(Oc2ccccc2F)n1
 : 42%[activator] | -5% | 12% | -13% | -7% | -3% | 13% | 2% | -3%[59 µM]
- COc1ccc(OC)c(C2=NOC(C(=O)NCc3ccco3)C2)c1 (configuration not stated)
 : 0% | 1% | -26% | -6% | -5% | -6% | 13% | 5% | u
- COc1ccc(NC(=S)NC(=O)c2csnn2)cc1
 : -27% | 0% | -9% | -22% | -4% | -6% | u | 0% | 32µM*
- COc1ccc(NC(=O)N(Cc2ccc(C)cc2)Cc2cccnc2)c(OC)c1
 : -1% | -3% | -26% | -1% | 3% | -3% | 2% | 17% | -4%
- O=C(COC(=O)c1cccc(S(=O)(=O)N2CCOCC2)c1)NCc1ccc2c(c1)OCO2
 : x | 25% | -12% | -20% | x | -13% | 13% | x | x

Of the compounds above, these contain an aryl thioether with sulfur outside any ring:
Order of results: BAZ2B block | APE1 inh | JMJD2A Tudor | Pol eta inh | BLM helicase inh | Pol kappa inh | Pol iota inh | Pol beta inh | G9a inh
- CC(Sc1nnc(C2CC2)n1C1CC1)C(=O)Nc1cccc(S(=O)(=O)N(C)C)c1 (configuration not stated)
 : -4% | 4% | 0% | -3% | x | -7% | 17% | x | 2%[12.7 µM]
- O=C(CSc1nnc(CNC(=O)c2ccccc2F)o1)Nc1ccc2c(c1)OCO2
 : -10% | 0% | -15% | 1% | -1% | -7%[60.1 µM] | 16% | 3% | 14%[59 µM]
- O=C(CSc1cn(CC(=O)N2CCCCCC2)c2ccccc12)NCC1CCCO1 (configuration not stated)
 : -14% | 8% | -20% | -3% | -8% | -13% | 124%[activator] | 38% | -20%
- COc1ccc(Cc2nnc(SCC(=O)c3c(N)n(C4CC4)c(=O)[nH]c3=O)o2)cc1
 : -5% | 1% | 7% | -11% | x | 8% | 8% | x | -26%[59 µM]
- Cc1cccc(OCc2nnc(SCC(=O)c3ccccc3)o2)c1
 : 33% | -2% | 13%[57.1 µM] | -26% | -9% | -5% | 0% | 0% | 40%[59 µM]
- CSc1cccc(NC(=O)c2cnn(-c3ccc(F)cc3)c2-n2cccc2)c1
 : -15% | x | 5% | -16% | -12% | 3% | 13% | 0% | -15%[59 µM]
- CCOC(=O)c1c(NC(=O)C(C)Sc2cccc[n+]2[O-])sc2c1CCN(Cc1ccccc1)C2 (configuration not stated)
 : -10% | -3% | u | -11% | 3% | -5% | 38%[activator] | -6% | 8.9µM*
